# Screening results deposited in PubChem BioAssay by several laboratories.
# OPRM1-OPRD1 inv = mu-delta opioid heterodimer inverse agonism; 340,000 tested, 0.21% active; inhibition, % at 9.3 µM; cell-based MOR-DOR heterodimer luminescence; P35372+P41143; in the data active = inhibition above about 22%, passing the limit was not always enough;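 note: 0% = cells with DMSO and 100% = wells without cells with DMSO; values of inactives mirror those of a sister screen read the other way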
# PKA-R1A activ = activates the PKA-R1A holoenzyme complex | 340,000 tested, 0.083% active | PKA-R1A dissociation, Cy5-IP20 fluorescence polarization; scaled: DMSO 0%, 113 µM cGMP 100% | P00514+P68181 | activation, % at 11.4 µM;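 active = percent activation above the mean of all tested compounds plus 3 SD, cut at about 19% in these data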;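 note: higher means more PKAc released from R1A so a rise in polarization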
# E coli growth = reduces bacterial viability in AddAB counter-screen | E. coli V3065 growth, OD600 absorbance, 18 h | inhibition, % at 11.9 µM | 330,000 tested, 0.27% active;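 active = inhibition above the campaign's mean inhibition across all tested compounds plus 3 SD, cut at about 9.9% in these data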;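 note: uninfected addAB+ strain grown without phage in ampicillin broth; 0% = DMSO wells and 100% = ciprofloxacin 0.95 µg/ml wells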
# HTR5A ag = activates human HTR5A in OPRM1-OPRD1 agonist counter-screen | P47898 | HTR5A agonist assay, luminescence, cell-based | activation, % at 9.3 µM | 340,000 tested, 0.61% active | AID 504692; in the data active = activation mostly above about 9.5%, no sharp cut-off; inactive = mostly below about 7.6%;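 note: 0% = cells with vehicle only and 100% = reference agonist; strong numbers were not always called active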
# Target sequence (P47898 whole entry, looked up): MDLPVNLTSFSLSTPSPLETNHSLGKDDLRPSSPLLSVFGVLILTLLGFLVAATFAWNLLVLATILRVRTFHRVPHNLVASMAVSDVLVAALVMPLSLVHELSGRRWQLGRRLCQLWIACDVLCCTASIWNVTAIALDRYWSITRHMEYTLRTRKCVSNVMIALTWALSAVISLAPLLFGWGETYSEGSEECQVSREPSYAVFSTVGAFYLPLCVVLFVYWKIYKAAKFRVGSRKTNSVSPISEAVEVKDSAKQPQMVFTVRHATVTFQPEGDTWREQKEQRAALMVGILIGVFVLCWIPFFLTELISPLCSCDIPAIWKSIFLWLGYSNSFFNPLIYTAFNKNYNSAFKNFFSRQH
# PfHsp90 yeast 2 = reduces growth (ATP signal) of yeast expressing P. falciparum Hsp90; inhibition, % at 9.4 µM; 310,000 tested, 0.32% active; S. cerevisiae expressing PfHsp90, BacTiter-Glo ATP, 48 h; yeast lacking PDR1 and PDR3 efflux regulators;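 active = every replicate shows inhibition above about 80%, whatever the replicate mean, limit read from the data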;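 note: 0% = DMSO neutral controls and 100% = 20 µM radicicol positive controls; yeast relying on Plasmodium falciparum Hsp90 in place of its own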
# AddAB inh = less growth of phage-infected E. coli with AddAB; E. coli expressing H. pylori AddAB, absorbance growth; inhibition, % at 11.9 µM; 330,000 tested, 0.29% active; AID 435030; in the data active = inhibition above about 12%;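 note: 0% = vehicle wells of infected cells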
# HTR5A inv ag = inverse agonist of human HTR5A in OPRM1-OPRD1 counter-screen. P47898. HTR5A cell line, luminescence, inverse agonism. inhibition, % at 9.3 µM. 340,000 tested, 0.083% active. AID 504634; in the data active = inhibition mostly above about 23%, no sharp cut-off; inactive = mostly below about 18%;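 note: 0% = cells with DMSO and 100% = no-cell wells with DMSO; some compounds called inactive have numbers as strong as hits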
# phage Ecoli inh = E. coli growth loss with phage present; growth absorbance; inhibition, % at 11.9 µM; 360,000 tested, 0.26% active; AID 651602; in the data active = inhibition above about 11%
# DSG3 Ab inh = blocks pemphigus antibody binding to human desmoglein-3; P32926; DSG3-coupled beads, scFv-anti-DSG3-GFP binding, flow cytometry; stronger effect = lower value; binding (percent of control), % at 10 µM; 310,000 tested, 0.48% active; AID 588358;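 active = binding more than 3 SD below its plate's average and above zero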;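 note: hits lower antibody fragment binding to DSG3; some compounds called inactive have numbers as strong as hits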
# MOR-DOR ag = agonists of human mu-delta opioid receptor heterodimerization; cells, OPRM1-OPRD1 heterodimerization, luminescence; activation, % at 9.3 µM; 340,000 tested, 0.3% active; in the data active = activation above about 18%;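 note: 0% = vehicle-treated cells and 100% = reference agonist; values of inactives mirror those of a sister screen read the other way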
# Mot1-301 SUMO = inhibitors of SUMOylation pathway: yeast Mot1-301 growth rescue; S. cerevisiae Mot1-301 growth rescue, ATP luminescence, 38.5C; percent above DMSO median, 100 means doubled; growth rescue, % at 18.8 µM; 320,000 tested, 1% active;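 active = every valid replicate shows activation above 250% relative to neutral control wells; inactive = the rest, any valid replicate at or below 250%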;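 note: OY570 slx delta 5 strain wells were the positive control but not used for scaling; some compounds called inactive have numbers as strong as hits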
# The depositor's hits bear a star; / = no result given.
# Results follow in this order: OPRM1-OPRD1 inv	PKA-R1A activ	E coli growth	HTR5A ag	PfHsp90 yeast 2	AddAB inh	HTR5A inv ag	phage Ecoli inh	DSG3 Ab inh	MOR-DOR ag	Mot1-301 SUMO
> CCC(O)(CC)C(=O)N(Nc1ccc(C)cc1)c1ccc(C)cc1
  11	21*	-0.5	11	4	-1.2	-40	2.7	101	-2.2	19
> Cc1ccc(Nc2ccc(S(=O)(=O)N3CCOCC3)cc2[N+](=O)[O-])cc1C
  -23	-14	-1.8	4	-3	-1.0	-15	3.3	104	4.4	-12
> O=C(COC(=O)CCC(=O)c1cccs1)NCc1ccccc1
  8	4	0.2	0	23	2.6	-21	3.2	103	-1.6	-8
> Cc1cc(NC(=O)CCN2CC(C)OC(C)C2)ccc1Br (stereo unspecified)
  13	-15	/	-1	8	/	21	2.7	101	-2.6	2
> CCC1CCCCN1C(=S)Nc1ccc(C(C)=O)cc1 (stereo unspecified)
  0	-13	3.4	5	-9	4.4	-16	5.5	102	0.0	23
> Cc1ccc(Nc2nc(N)nc(CN3CCN(Cc4ccc5c(c4)OCO5)CC3)n2)c(C)c1
  3	0	-0.5	-1	/	-2.5	16	-2.5	103	-0.4	385
> CCOc1ccc(S(=O)(=O)N2CCN(c3ccccc3F)CC2)c2cccnc12
  -3	-6	0.7	-3	-4	4.2	-9	3.1	100	0.8	7
> CCN(CC)S(=O)(=O)c1ccc(Cl)c(NC(=O)COc2ccc(OC)cc2[N+](=O)[O-])c1
  -6	-4	-0.7	1	-13	0.8	-43	-1.0	105	1.2	0
> Cc1ccc(C2(C)NC(=O)N(CC(=O)N(c3ccccc3)C3CCS(=O)(=O)C3)C2=O)cc1 (stereo unspecified)
  5	3	0.5	6	-10	-1.6	-22	3.9	89	-1.0	-13
> CCN(CC)c1nc(C)c2c(c1C#N)CC(C)(C)OC2
  -15	2	2.0	-3	-15	3.1	8	-2.9	/	3.6	1
> Cc1cccc(OCCCCCN2CCOCC2)c1C
  9	5	1.2	0	-30	1.8	-1	3.5	93	-1.9	124
> Cc1ccc(S(=O)(=O)N2CCCCC2)cc1NC(=O)c1ccccn1
  16	-15	-0.9	4	-6	2.0	-12	0.9	100	-3.0	-2
> O=C(c1cccc(NS(=O)(=O)c2cccc(F)c2)c1)N1CCN(c2ccccc2)CC1
  -7	-4	1.0	1	32	1.0	-2	2.5	98	1.3	7
> O=C(CSc1nnc2sc3ccccc3n12)N1CCN(c2ccccc2)CC1
  3	-18	0.3	6	-2	2.0	-14	/	97	-0.5	-10
> COc1ccc2c(c1)C(c1ccccc1)=NNC(c1ccco1)=N2
  -1	-4	-2.7	0	10	0.3	1	1.9	99	0.1	14
> CCOCCCNC(=O)C(c1ccccc1)N(Cc1cccs1)C(=O)CNC(=O)c1ccccc1 (stereo unspecified)
  14	2	-1.1	0	8	-2.0	10	5.2	99	-2.2	-6
> O=C(NC(Cc1c[nH]c2ccccc12)C(=O)O)c1cccs1 (stereo unspecified)
  21	4	0.5	0	-14	-0.5	-1	3.5	105	-4.0	154
> O=C(O)CSC(NC(=O)c1cccnc1)(C(F)(F)F)C(F)(F)F
  1	-3	-1.9	2	/	1.5	-21	-1.1	79	-0.2	-13
> Cc1ccc(CN(C)CCc2ccccn2)cc1
  1	-14	0.2	1	-31	0.4	3	0.2	106	-0.2	14
> COc1ccccc1OCc1ccc(C(=O)N/N=C/c2ccco2)cc1
  8	10	-1.1	0	13	-1.0	22	3.2	113	-1.4	69
> COc1ccc(NC(=O)CSc2nnc(Cc3cccs3)n2C)cc1
  9	-15	0.3	0	9	0.2	-13	2.5	90	-1.6	7
> Cc1[nH]c2ccc(C(=O)NCCCN3CCN(C)CC3)cc2c1C
  10	-2	-1.5	1	16	5.4	9	-0.5	90	-2.0	-13
> C/C=C\C(=O)Nc1cccc(C2=NOC3(C2)C[C@@H](C(N)=O)N(C(=O)CCCCC)C3)c1 (stereo partly specified)
  -1	-6	-0.3	-1	-1	3.2	2	-0.8	110	0.1	15
> O=C(Cc1c(C(=O)O)[nH]c2ccccc12)NCCN1CCN(c2ccccc2F)CC1
  7	2	-1.3	0	-8	4.9	0	0.2	96	-1.4	7
> COc1ccc(C(=O)NC(=S)Nc2cccc3cc(O)ccc23)cc1OC
  -2	-20	-1.6	2	-55	-0.3	-8	0.6	105	0.5	-3
> COc1cccc(CNC(C)C(=O)Nc2ccc(S(=O)(=O)N3CCCC3)cc2)c1 (stereo unspecified)
  -66	-11	2.0	-8	8	0.0	20	4.5	/	16	-16
> Cc1ccc(OCC(=O)NC(=S)Nc2cccc(NC(=O)c3ccc(Cl)cc3Cl)c2)cc1
  3	-16	5.4	6	-8	3.9	-15	6.5	95	-0.5	-1
> CCOc1cc(CNCc2ccncc2)cc(Br)c1OCc1ccccc1F
  -22	-9	-1.3	0	16	2.3	4	3.0	113	3.8	29
> COc1ccc(-c2cccc(C(=O)N3CCOCC3)c2)cc1
  18	-14	-1.7	2	4	2.4	-8	1.1	102	-3.7	-8
> Nc1nnc(CC(=O)N/N=C/c2ccccc2OCc2ccc(F)cc2)s1
  /	/	-1.1	/	/	3.1	/	-1.9	114	/	28
> O=C(NCC1CCCO1)C1CC(=O)N(c2ccc(Cl)cc2)C1 (stereo unspecified)
  -7	-5	-0.2	2	-23	1.4	-6	0.0	81	1.1	5
> Cc1nn(Cc2ccccc2)c2ncccc12
  -4	-11	0.5	3	21	2.7	19	0.5	115	0.8	-1
> Cc1cc(C)n(C(=O)CNc2cccc(Cl)c2C)n1
  -71	6	-3.9	-4	0	0.9	0	1.2	93	13	-12
> Cc1cc(C)c(S(=O)(=O)N2CCN(C(=O)CCn3nc(C)c(C)c3C)CC2)c(C)c1
  0	-7	0.8	16*	14	2.8	-47	-0.6	/	0.0	-3
> COc1ccc(-c2nc(C#N)c(N3CCN(c4ccccc4)CC3)o2)cc1
  9	14	-1.7	3	1	-2.3	-9	0.8	100	-1.7	11
> NNC(=O)CCS(=O)(=O)c1ccc2ccccc2c1
  5	-5	0.2	-2	-6	0.5	5	-0.3	83	-0.8	13
> O=C1CCCC/C1=C/Nc1cccc(C(F)(F)F)c1
  0	-20	0.6	2	16	2.5	-5	2.9	89	0.0	-11
> COc1ccccc1NC(=O)Nc1nn(C)c2cccc(N(C)C)c12
  -3	-4	-1.2	6	5	-1.8	-4	-2.4	115	0.5	1
> N#Cc1c2c(c(NCc3cccnc3)n3c1nc1ccccc13)CCC2
  14	5	0.2	6	7	0.7	-14	1.7	99	-2.7	15
> O=C(c1cc(-c2ccc(O)cc2)on1)N1CCN(c2ccccc2)CC1
  -5	-4	0.1	3	-6	4.6	-8	2.4	95	0.9	5
> COc1ccc(OC)c(/C=N/NC(=O)CCN2CCN(C(c3ccccc3)c3ccccc3)CC2)c1
  3	4	1.2	2	23	3.8	-17	-0.6	/	-0.6	9
> Cc1cc(NC(=O)C2CC(=O)OC2c2ccccc2)no1 (stereo unspecified)
  9	-3	6.2	2	/	-0.3	-5	1.2	104	-2.0	-2
> COc1ccc(C2NC(=O)NC(C)=C2C(=O)OCc2ccccc2)cc1 (stereo unspecified)
  10	-9	2.4	-2	-8	0.0	7	3.5	114	-1.9	13
> CCCN(CC(=O)Nc1ccc(F)c(F)c1F)C(=O)C1=COCCO1
  -2	1	-2.2	1	/	0.5	-10	0.2	101	0.2	-4
> COc1ccc(CCNC(=O)CCc2ccc(S(=O)(=O)NC(C)C)cc2)cc1
  10	4	0.4	3	-38	0.6	-23	3.9	95	-1.9	417
> COc1cc2nc(CN3CCN(S(=O)(=O)c4c(F)cccc4F)CC3)[nH]c(=O)c2cc1OC
  9	-1	0.2	-2	/	-0.8	5	0.1	97	-2.1	3
> CC(Sc1nnc(-c2cccnc2)n1N)C(=O)NCCC1=CCCCC1 (stereo unspecified)
  8	-6	/	-7	6	/	1	4.5	106	-1.3	/
> CCCCOc1cccc(C(=O)Nc2ccc(N3CCN(CC)CC3)cc2)c1
  3	-2	-3.0	2	16	-3.9	-10	2.5	89	-0.6	25
> COc1c(F)c(F)c(C(=O)O)c(Nc2ccc(C)cc2)c1F
  1	3	-0.3	3	/	1.3	2	1.9	99	-0.2	-9
> O=C(Cn1cc(S(=O)(=O)N2CCCC2)c(S(=O)(=O)N2CCCC2)c1)NCc1ccco1
  16	-13	-1.9	-1	15	2.9	-20	2.9	/	-3.0	3
> O=C(O/N=C1/CCSc2ccccc21)c1ccc(F)cc1
  -35	-3	-2.4	10*	11	-1.3	-50	/	94	6.0	5
> Cc1ccc(S(=O)(=O)N2CCN(C(=S)NCc3ccc4c(c3)OCO4)CC2)cc1
  -3	0	0.8	1	/	0.4	17	3.7	115	0.5	-22
> COc1ccc(C)c(Cn2c(-c3nonc3N)nc3ccccc32)c1
  4	-6	-1.7	6	10	0.6	-34	2.1	100	-0.7	2
> O=C(NCCCn1ccnc1)c1cn(Cc2ccc(F)cc2)nn1
  -2	7	0.5	-2	-8	0.6	-31	5.1	100	0.3	148
> O=C(C1=C[C@H](c2ccccc2)C[C@H](OCCCCO)O1)N1CCN(Cc2ccccc2)CC1
  -8	3	-2.5	0	-17	-0.7	-1	0.2	105	1.4	29
> CS(=O)(=O)c1cccc(C(=O)Nc2nnc(C3=COCCO3)o2)c1
  3	1	0.0	1	/	-1.5	7	2.3	102	-0.5	-8
> Cc1ccc(S(=O)(=O)N2CCCN(C(=O)c3ccc(-n4nccc4C)cc3)CC2)cc1
  0	-13	/	1	7	/	-22	3.8	101	0.0	/
> COc1ccc(N(C)C(=O)c2ccc(NC(=O)CCS(=O)(=O)c3cccs3)cc2)cc1
  1	-9	-0.2	9	-19	3.3	2	1.2	/	-0.2	30
> CCOCCn1ccc2c(OCC(=O)Nc3ccccc3F)cccc2c1=O
  5	0	0.3	-2	18	1.9	6	2.7	107	-1.0	6
> Cc1nc2ccc(NC(=O)c3nn(CC(C)C)c(=O)c4ccccc34)cc2s1
  0	1	1.9	2	-19	2.5	-33	1.4	130	0.1	3

# (next part)
# Results follow in this order: OPRM1-OPRD1 inv	PKA-R1A activ	E coli growth	HTR5A ag	PfHsp90 yeast 2	AddAB inh	HTR5A inv ag	phage Ecoli inh	DSG3 Ab inh	MOR-DOR ag	Mot1-301 SUMO
> CC1=Nc2ccccc2N=C(NC(=O)CSc2nnnn2-c2ccccc2)C1c1ccccc1 (stereo unspecified)
  1	4	0.4	0	/	1.1	22	3.6	/	-0.1	109
> O=C(CN(C(=O)CNC(=O)c1ccco1)c1ccc(F)cc1)NC1CCCCC1
  13	-14	0.9	1	-11	2.5	-2	1.8	85	-2.1	-8
> Cc1ccccc1NC(=O)CCNS(=O)(=O)c1ccc2c(c1)CCC(=O)N2
  11	-4	1.9	3	-19	2.7	-2	2.1	106	-2.0	0
> C=CCSC1=N/C(=C\c2cc(OC)c3c(c2)OCO3)C(=O)S1
  -9	3	-2.0	1	-3	-2.7	4	4.5	105	1.6	-5
